EWS-Fli block: blocks EWS/Fli oncoprotein-driven transcription. AID 651661. inhibition, % at 12.6 µM. A673 NR0B1-luciferase reporter, viability-normalised. actives 0.67% (n = 350,000);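 active means mean inhibition of at least 50% after viability correction, with every replicate also passing that limit; inconclusive means mean reaches 50% but only one of two replicates passes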;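 further: firefly luciferase signal divided by Alamar Blue viability fluorescence both relative to DMSO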
INS-1E GSIS act: GLuc luminescence reporter in INS-1E cells, primary screen for activators of glucose-dependent secretion of insulin. INS-1E GLuc reporter insulin secretion, 2-3 h. activation, % at 16.6 µM. actives 0.61% (n = 370,000). AID 743287;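 active means lowest replicate activation of at least 40%, so every replicate reaches that level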;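 further: 0% = median of neutral control wells and 100% = median of IBMX positive control wells; some compounds called inactive have numbers as strong as hits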
ARNT-TACC3 inh: disrupts binding between human ARNT and TACC3; actives 0.66% (n = 390,000); Q9Y6A5; inhibition, % at 9.99 µM; AlphaScreen His-ARNT PAS-B/GST-TACC3 binding, luminescence; TACC3 fragment carries E629A point mutation;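 active means mean inhibition of replicates at least 50% and at least half of replicates each reaching 50%; inconclusive means half or more replicates reach 50% but mean below 50%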;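 further: 0% = complete ARNT plus TACC3 wells and 100% = ARNT alone without TACC3; many hits fall short of the cut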
ERp5 inh: ERp5 (human) disulfide isomerase inhibition; Q15084; ERp5 insulin aggregation, absorbance 650 nm, 90 min; inhibition, % at 9.99 µM; actives 0.05% (n = 350,000); AID 651711;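 active means mean replicate inhibition above about 25%, with every replicate also reaching it, limit read from the data, passing the limit was not always enough; inconclusive means only one of those two criteria met; inactive means neither criterion met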
Target sequence (Q15084 whole entry, looked up): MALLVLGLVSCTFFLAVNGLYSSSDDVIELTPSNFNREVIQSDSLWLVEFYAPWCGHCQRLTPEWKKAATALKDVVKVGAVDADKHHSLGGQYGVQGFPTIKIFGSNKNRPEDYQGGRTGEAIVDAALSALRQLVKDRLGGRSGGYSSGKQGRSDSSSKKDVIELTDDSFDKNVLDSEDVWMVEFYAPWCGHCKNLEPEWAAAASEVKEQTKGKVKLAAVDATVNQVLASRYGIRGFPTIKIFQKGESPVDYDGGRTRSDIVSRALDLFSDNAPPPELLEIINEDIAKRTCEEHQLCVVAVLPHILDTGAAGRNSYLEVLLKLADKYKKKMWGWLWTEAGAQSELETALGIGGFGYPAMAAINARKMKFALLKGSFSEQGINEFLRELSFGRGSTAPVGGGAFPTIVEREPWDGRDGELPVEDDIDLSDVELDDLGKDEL
DENV2 CPE: protects cells from dengue virus 2 cytopathic effect. DENV2-infected cells, cytopathic effect rescue, plate reader. CPE inhibition, % at 9.99 µM. actives 1.7% (n = 350,000). AID 651640; in the data active means CPE inhibition above about 20%, passing the limit was not always enough; inconclusive means no clear call, values can overlap the other calls; tested in BHK-21 cells;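 further: 0% = median of neutral control wells and 100% = median of positive control wells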
CFTR F508del cor: correctors of CFTR F508del function in bronchial epithelial cells. CFBE cells, YFP halide quenching; stimulated with forskolin plus potentiator P3; % fluorescence drop versus neutral controls. activity (quench increase), % at 7.58 µM. actives 0.36% (n = 350,000);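 active means mean added fluorescence quench of at least 8% versus neutral control, with both replicates also reaching 8%; inconclusive means only one of the mean or replicate conditions met; inactive means mean below 8% and not both replicates reaching 8%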;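 further: cells transiently co-express mutant CFTR-F508del with the halide-sensitive YFP; corrector assay measuring rescue of mutant channel to the surface after 24 h compound exposure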
XiGFP reactiv: reactivates the inactive X chromosome in mouse fibroblasts; XiGFP mouse fibroblasts, % GFP-positive cells imaging, 3 d; cells co-treated with 5-aza-dC sensitizer; scaled so ellipticine positive control = 100%; activation, % at 7.58 µM; actives 0.055% (n = 360,000); AID 743238;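 active means mean normalized replicate activation at least 10% and every replicate at or above 10%; inconclusive means only one of the two criteria met; inactive means mean below 10% and not all replicates reach 10%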;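 further: 0% = median of on-plate neutral control wells and 100% = ellipticine 6 µM median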
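System: SV40-immortalized XiGFP fibroblast cells, line 68-5-11 / Incubation: 3-day compound exposure, then 15 min fixation at room temperature / Compound: single concentration per compound, delivered by pin transfer / Buffer or medium: DMEM plus 5-aza-dC sensitizer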
PAX8 inh HTS: inhibitors of PAX8 transcriptional activity in RMG-I cells; RMG-I TPO-luciferase reporter, SteadyGlo, 24 h; inhibition, % at 12.6 µM; actives 1.2% (n = 360,000); AID 652154;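 active means mean replicate inhibition at least 60% with every replicate also reaching 60%; inconclusive means only one of the two criteria is met; inactive means mean below 60% and not all replicates reaching 60%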;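 further: luciferase light reporting Pax8 driven TPO promoter activity; plate controls were median of neutral control wells for no effect and mitoxantrone controls for full effect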
An asterisk follows results filed as active; u = inconclusive; x = not tested or not shown; & = joins results of further samples.

SMILES	EWS-Fli block	INS-1E GSIS act	ARNT-TACC3 inh	ERp5 inh	DENV2 CPE	CFTR F508del cor	XiGFP reactiv	PAX8 inh HTS
CC(NC(=O)c1ccco1)c1ccc2c(c1)OCO2 (stereo not drawn)	x	4.5	14.3	-8.7	6.4	0.7	0.0	4.5
C[C@@H]1C2CC(C/C2=N\NC(=O)c2ccncc2)C1(C)C (stereo partly drawn)	x	6.7	3.1	2.4	-0.9	0.0	0.1	-2.2
COc1ccc(NC(=O)N2CCNC(=O)C2CC(=O)Nc2ccc(F)cc2)cc1 (stereo not drawn)	-1.6	-0.6	-3.9	-17.9	-0.5	-0.4	0.0	6.4
C[C@@H]1CN([C@@H](C)CO)C(=O)c2cc(NC(=O)Cc3ccccc3)ccc2O[C@@H](C)CCCCO[C@@H]1CN(C)S(=O)(=O)c1cn(C)cn1	-6.1	3.1	-7.3	x	-9.9	-0.3	-0.9	6.2
CC(=O)Nc1ccc(CNc2nc3cc(-c4ccccc4C)sc3c(=O)n2C)cc1	-6.2	-18.6	x	4.4	-2.7	2.0	-0.1	-0.4
COc1ccc2c3c([nH]c2c1)[C@@H](CO)NCC31CN(C(=O)C2CCCC2)C1	-9.5	3.6	x	-4.5	-4.0	2.3	0.4	-6.0
COc1cc2nc3occc3c(OC)c2cc1OC	-23.8	4.7	7.0	9.4	19.3	3.7	-0.1	-47.7
CCCNC(=O)N(C)C[C@H]1Oc2ncc(C3=CCCCC3)cc2C(=O)N([C@@H](C)CO)C[C@@H]1C	-3.3	-11.5	x	2.4	0.4	-0.2	0.3	x
COc1ccc(N=Nc2ccc3ccccc3c2)c(O)c1	33.2	0.8	6.2	0.9	u	-0.1	0.0	-74.2
Cn1cnnc1SCC(=O)NC1CCCN(Cc2ccc(Cl)cc2)C1 (stereo not drawn)	-0.3	3.4	0.3	3.4	-4.8	-2.3	0.1	-0.9
O=C(C[n+]1ccccc1)N/N=C/c1ccc(O)cc1	0.6	-7.4	-10.0	-1.7	6.6	-0.1	0.3	-21.2
Cc1[nH]c2ccccc2c1C(=O)C(=O)NCCC1=CCCCC1	x	-3.4	29.5	x	x	x	0.0	16.3
C=CCSc1nc(=O)n2cccc(C)c2n1	-9.2	66.7*	17.9	1.5	x	-0.7	x	x
CC1=NN(c2ccccc2)C(=O)C1C(=O)c1ccccc1 (stereo not drawn)	-13.4	x	-1.6	-2.1	6.4	x	0.2	3.1
O=C(CN1C(=O)CCS(=O)(=O)c2ccccc21)Nc1ccc(F)cc1	x	12.0	4.1	-3.2	3.4	-2.8	0.0	0.9
Cc1ccc(-c2nnn(CC(=O)N(c3ccc(F)cc3)C(C(=O)NC3CCCC3)c3ccncc3)n2)o1 (stereo not drawn)	-0.6	16.3	-2.4	-1.9	-7.0	1.5	0.0	0.2
Cc1cc(C(=O)Nc2ccc3c(c2)C(=O)N(C)[C@@H]2CC[C@H](CC(=O)O)O[C@@H]2CO3)no1	-13.5	11.9	-3.5	x	3.9	0.3	0.1	-2.4
CCNC(=O)NC(=O)COC(=O)C1CSC2(C)CCC(=O)N12 (stereo not drawn)	2.4	-2.7	0.3	0.7	-2.6	7.3	0.0	5.9
O=C(NCc1cccnc1)C(=O)NCC1CCCO1 (stereo not drawn)	-8.3	15.2	-14.4	0.5	-8.9	4.3	0.0	2.3
Cc1ccc(NC2=C(NC(=O)c3ccccc3)C(=O)c3ccccc3C2=O)cc1Cl	3.8	-4.3	22.3	x	x	-3.7	0.0	21.9
CCc1nc2c(OCc3ccc(OC)cc3)cccn2c1N(C)C(=O)c1ccco1	0.7	x	x	0.2	-3.2	0.5	0.1	-3.4
O=C(CS(=O)CC(=O)Nc1ccccc1-c1ccccc1)Nc1ccc(F)cc1 (stereo not drawn)	1.1	-25.9	-3.4	1.4	5.8	-0.7	0.1	13.0
CC12CCC(C(=O)NCCCN3CCOCC3)(C(Br)C1=O)C2(C)C (stereo not drawn)	12.1	-13.9	-4.2	-1.6	1.4	-1.1	0.0	17.2
C[C@@H]1CN([C@@H](C)CO)C(=O)c2cc(NC(=O)Cc3cn(C)c4ccccc34)ccc2O[C@@H]1CN(C)CC1CC1	-0.2	12.1	0.8	-0.4	-10.9	1.4	0.3	8.2
COc1ccc(C2c3[nH]c4ccccc4c3C[C@H]3C(=O)N(c4ccccc4C(=O)N4CCC[C@H]4C(=O)O)C(=O)N23)cc1 (stereo partly drawn)	1.8	-13.2	-0.3	1.5	14.0	-3.2	x	x
Cc1ccc(N2CCN(c3ccc(NCc4nc5ccccc5n4C)cc3)CC2)cc1	17.0	13.6	2.9	5.6	0.7	2.2	0.1	25.8
C[C@@H]1CN([C@H](C)CO)C(=O)c2cc(C#CC3CC3)cnc2O[C@@H]1CN(C)C(=O)Nc1ccccc1	-3.1	3.3	-5.1	-1.4	-1.6	0.0	0.2	x
O=C1CNC[C@H]2[C@@H](c3ccc(C4=CCCC4)cc3)[C@@H](CO)N12	-0.4	2.0	x	-0.9	5.1	0.3	0.1	x
COc1ccc(CCNC(=O)c2ccc(SC)cc2OC)cc1	4.6	-8.3	-4.5	-4.7	x	2.4	0.0	18.8
COc1cccc(S(=O)(=O)N(C)C[C@H]2OCc3ccccc3-c3ccccc3C(=O)N([C@H](C)CO)C[C@H]2C)c1	15.8	-1.9	12.0	-6.7	1.0	-1.7	0.2	-2.9
C[C@@H]1CCCCO[C@H](CN(C)Cc2ccc(C(F)(F)F)cc2)[C@H](C)CN([C@H](C)CO)C(=O)c2cc(NS(=O)(=O)c3ccc(F)cc3)ccc2O1	22.2	-2.8	-8.3	0.8	30.0*	5.5	0.2	78.7*
C[C@H](CO)N1C[C@H](C)[C@@H](CN(C)C(=O)c2ccccc2F)Oc2ncc(Br)cc2C1=O	4.4	20.8	-3.3	-2.5	-8.2	3.3	0.0	x
O=C1C2CCCCN2C(=O)N1CCCCN1CCN(c2cccc(C(F)(F)F)c2)CC1 (stereo not drawn)	0.7	-4.7	-3.6	-2.9	u	-1.1	0.0	3.6
Cc1ccc(C)c(OCC(=O)Nc2ccc(S(=O)(=O)Nc3ccccn3)cc2)c1C	x	17.4	-2.4	x	x	x	0.2	9.0
CC1(OC(=O)CCc2ccccc2)C(=O)C=C2C=C(c3ccc(C#N)cc3)N(C3CCCC3)C=C2C1=O (stereo not drawn)	9.6	x	0.7	0.5	-3.2	2.3	0.4	6.2
COCCn1c(N)c(Sc2ccc(Cl)cc2)c(=O)[nH]c1=O	1.7	-26.3	1.3	-0.7	-0.3	-2.4	0.4	-0.7
C=CCOc1c(CNn2cn[nH]c2=S)cccc1OC	-10.3	30.4	4.3	-4.0	-7.8	x	0.0	-6.4
COc1cccc(-c2ccc(C3[C@H]4CNC[C@@H]3N4S(=O)(=O)c3cn(C)cn3)cc2)c1 (stereo partly drawn)	3.4&7.5	4.7&-2.1	x	18.6&19.4	-5.1&-7.5	0.5&-0.5	0.1&0.1	-49.6&-10.1
CC1CCN(C(=O)c2cc(S(=O)(=O)N3CCCCC3)c[nH]2)CC1	5.2	-5.8	-7.9	-7.9	-11.7	-0.9	0.1	2.6
CNC[C@H]1Oc2c(NS(=O)(=O)c3ccccc3)cccc2C(=O)N([C@H](C)CO)C[C@@H]1C	9.5&0.9	6.8&9.0	-3.2	-0.7&5.0	-4.2&-11.8	-0.2&-0.8	0.8&-0.3	0.2&-3.4
C[C@H]1CN([C@@H](C)CO)C(=O)c2cccc(NC(=O)c3nc4ccccc4s3)c2O[C@H]1CN(C)Cc1ccc(Cl)c(Cl)c1	1.6	-8.7	-8.4	-1.6	6.1	-1.8	0.0	x
CCO[C@H]1c2c(ccc3ccc(=O)oc23)OC(C)(C)[C@@H]1O	-19.9	-4.0	-3.2	-1.2	x	-1.3	0.0	-8.7
C[C@@H]1CCCCO[C@@H](CN(C)C(=O)c2ccncc2)[C@@H](C)CN([C@H](C)CO)C(=O)c2cc(NC(=O)C3CCCCC3)ccc2O1	-5.8	40.0	34.3	-3.0	0.7	-1.1	-0.4	-4.5
COc1ccc([C@H]2CC(=O)C=C(c3ccc(SC)cc3)C2)cc1OC	2.5	11.9	-7.0	-9.5	-0.1	-0.6	0.4	26.3
Cc1ccc(S(=O)(=O)N2CCN(CC(=O)Nc3ccc4c(c3)CCC4)CC2)cc1C	x	-30.9	-22.8	x	x	x	0.3	8.0
CCOC(=O)c1cn(CC)c2cc(N3CCN(C)CC3)c(F)cc2c1=O	6.7	3.6	6.2	-0.8	u	3.5	0.0	-6.0
COCCNc1nc2sc3c(c2c(=O)n1Cc1ccco1)CCCCC3	-143.1	1.6	-1.7	1.4	x	1.0	0.4	-168.6
COc1cc(OC)c(C2Nc3cccc4cccc(c34)N2)c(OC)c1	13.8	-22.8	-31.9	2.0	8.5	-5.1	0.3	30.0
CCOC(=O)C1CCCN(C(=O)C(C)Oc2ccc(Cl)cc2Cl)C1 (stereo not drawn)	0.4	-18.4	29.2	4.5	-5.6	-0.6	x	x
CCCc1cn(CC[C@@H]2CC[C@H](NS(=O)(=O)c3ccc(-c4ccccc4)cc3)[C@H](CO)O2)nn1	-39.7	-6.2	34.0	-0.6	10.5	0.5	0.5	20.6
COC(=O)[C@]12C[C@H](CC(=O)N3CCCC3)C(=O)N(Cc3ccccc3)C1=C[C@H](C1CCCC1)O[C@@H]2C	-9.9	x	x	3.5	-6.5	-1.0	0.0	-19.1
Cc1ccc(S(=O)(=O)Nc2cccc3c2O[C@@H](CN(C)Cc2ccc(Cl)c(Cl)c2)[C@@H](C)CN([C@H](C)CO)C3=O)cc1	12.8	-11.7	x	x	x	3.0	-0.8	31.7
O=C(C[C@H]1C[C@H]2c3cc(NC(=O)c4cccnc4)ccc3O[C@H]2[C@@H](CO)O1)NCC1CC1	1.6	11.6	-2.7	-3.4	x	1.3	0.0	-4.3
Cc1cc(C)cc(NC(=S)N2CCN(c3ncccn3)CC2)c1	4.6	6.2	-5.7	-3.8	0.0	-0.1	0.1	-13.1
CC(C)(C)OC(=O)N1CCC(CC2CC(c3cccc(Br)c3)=NO2)(C(=O)NCC2CCCCC2)CC1 (stereo not drawn)	-4.0	1.5	3.3	4.4	3.3	-1.6	0.0	0.7
CC(C)NC(=O)N1CCCCN2[C@H](CO)[C@H](c3ccc(C#CC4CC4)cc3)[C@H]2C1	2.6	-10.8	8.4	-2.4	66.2*	1.3	0.1	-19.9
O=C(OCC(=O)N1CCc2ccccc21)[C@@H]1CCCN1S(=O)(=O)c1ccccc1F	3.5	x	21.5	0.5	48.5*	0.1	-0.1	6.3
O=C(NCc1ccccc1CN1CCCC1)c1cccc(S(=O)(=O)N2CCOCC2)c1	-2.6	8.2	3.2	-12.3	1.1	-3.8	0.0	-1.9
Cc1ccccc1NC(=S)N(CCCN1CCOCC1)Cc1ccccn1	1.0	x	-2.8	2.7	-8.1	0.1	0.3	39.8
CC[N+]1=C(C)C(C)(C)c2cc(C)ccc21	28.4	-42.6	9.2	4.0	1.4	-19.1	73.3*	96.0*

Source: PubChem
